Compound activity from PubChem.
OX1R antagonist = blocks the human orexin 1 receptor; AID 434989; 330,000 compounds, 0.43% hits; CHO/OX1R cells, Fluo-8 calcium fluorescence, orexin A; O43613; inhibition, % at 5 µM;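 active means inhibition above its plate's threshold, mean inhibition of all tested compounds on the plate plus 3 SD, cut at about 37% in these data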;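 further: 0% = orexin A challenge wells and 100% = SB-334867-A antagonist wells; not every result past the cut was called active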
Target sequence (O43613 whole entry, looked up): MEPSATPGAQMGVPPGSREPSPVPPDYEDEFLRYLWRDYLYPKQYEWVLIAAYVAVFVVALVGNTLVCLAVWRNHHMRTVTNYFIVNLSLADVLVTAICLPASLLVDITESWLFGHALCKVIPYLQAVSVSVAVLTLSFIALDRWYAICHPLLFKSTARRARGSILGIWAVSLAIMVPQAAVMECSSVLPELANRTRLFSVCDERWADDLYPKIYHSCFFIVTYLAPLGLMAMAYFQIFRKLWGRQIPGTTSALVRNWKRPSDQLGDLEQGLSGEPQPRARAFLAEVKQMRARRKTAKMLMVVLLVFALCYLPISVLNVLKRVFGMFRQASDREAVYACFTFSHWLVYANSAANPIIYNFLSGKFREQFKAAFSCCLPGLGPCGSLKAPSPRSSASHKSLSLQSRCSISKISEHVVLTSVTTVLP
CHT PAM = allosteric activators of human choline transporter CHT | Q9GZV3 | CHT-expressing cells, membrane potential dye, choline EC20; hits give high values; LV-AA mutant CHT in HEK293 cells | B-score at 10 µM | 310,000 compounds, 0.49% hits | AID 488977;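 active means initial fluorescence not abnormally high and integrated response B-score, plate-corrected, over 3 SD above library mean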
Target sequence (Q9GZV3 whole entry, looked up): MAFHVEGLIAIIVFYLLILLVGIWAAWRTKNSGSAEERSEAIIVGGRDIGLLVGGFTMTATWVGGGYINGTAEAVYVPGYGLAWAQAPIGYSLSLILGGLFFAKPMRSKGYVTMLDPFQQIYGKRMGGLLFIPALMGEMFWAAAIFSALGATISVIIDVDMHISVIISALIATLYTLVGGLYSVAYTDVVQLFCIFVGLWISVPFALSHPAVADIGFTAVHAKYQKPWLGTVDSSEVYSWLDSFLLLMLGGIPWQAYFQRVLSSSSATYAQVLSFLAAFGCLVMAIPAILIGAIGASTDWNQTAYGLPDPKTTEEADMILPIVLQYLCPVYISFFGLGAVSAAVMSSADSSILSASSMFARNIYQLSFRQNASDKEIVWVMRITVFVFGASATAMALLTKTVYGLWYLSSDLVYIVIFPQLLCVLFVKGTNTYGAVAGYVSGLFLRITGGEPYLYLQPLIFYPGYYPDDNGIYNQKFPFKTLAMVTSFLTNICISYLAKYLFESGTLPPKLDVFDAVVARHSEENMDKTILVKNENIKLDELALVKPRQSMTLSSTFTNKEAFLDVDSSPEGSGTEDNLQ
* marks the source's active call; other numbers are inactive results; i = inactive; / = no result given.

SMILES	OX1R antagonist	CHT PAM
COC(=O)Cn1c2[n+](c3ccccc31)CC(O)CS2 (centres undefined)	-6	i
CCOc1ccccc1NC(=S)NCCc1ccccc1	-9	i
O=C(NCC1CCCCC1)c1cccc(S(=O)(=O)NCc2cccnc2)c1	-16	i
Cc1cccc(C(=O)Nc2ccc3c(c2)C(=O)NC3=O)c1	-3	i
CC1CCN(CCCNS(=O)(=O)c2ccc3c(c2)CCN3C(=O)C2CC2)CC1	-22	i
O=C(CNc1ccccc1)N/N=C/c1c[nH]c2ccccc12	1	i
CC(C)(CNC(=O)c1cc2c(s1)CCCC2)N1CCOCC1	-17	i
COc1ccc(NC(=O)C(C)N2c3cccc4cccc(c34)S2(=O)=O)c(OC)c1 (centres undefined)	-9	i
CCC(C(=O)Nc1cc(F)ccc1F)n1nc(C)c2c(C)n(-c3ccc(C)cc3)nc2c1=O (centres undefined)	-6	i
COc1ccc(C(CNC(=O)Nc2cccc(C)c2)N2CCN(C)CC2)cc1 (centres undefined)	-8	i
Cc1ccc(N(CC(=O)NC2CCCC2)C(=O)Cn2nnc(-c3ccccc3F)n2)cc1	-13	i
COc1ccc(-c2cc3cc(F)ccc3cn2)cc1	-32	/
C#Cc1ccc([C@H]2C=C(C(=O)OCC=C)O[C@@H](OCc3ccc(CO)cc3)C2)cc1	-26	i
Cc1ccc(CN2CCN(/N=C/C=C/c3ccccc3[N+](=O)[O-])CC2)cc1	-27	i
COc1ccc(N2C(=O)CC(N3CCCCC3)C2=O)cc1 (centres undefined)	-2	i
CCOc1ccc(N2CC(C(=O)Nc3ncccc3C)CC2=O)cc1 (centres undefined)	-17	i
O=S1(=O)N=C(Nc2ccc(N3CCOCC3)c(Cl)c2)c2ccccc21	-29	i
COC(=O)c1ccccc1-c1ccc(C=O)o1	-13	i
CSc1nc(C(=O)N2CCc3c([nH]c4ccccc34)C2c2ccccn2)cs1 (centres undefined)	-17	i
COc1ccc(-c2nnc(SC3CCOC3=O)n2C2CCCCC2)cc1OC (centres undefined)	-16	i
CCCOc1ccc(N2C(=O)CC(N(CCc3ccc(OC)cc3)C(=O)/C=C/C(=O)O)C2=O)cc1 (centres undefined)	-12	i
COC(=O)c1ccc(CC(=O)c2nc3ccccc3s2)cc1	-15	i
COc1cc(/C=C2\C(=O)NN(c3ccc(C)cc3)C2=O)cc([N+](=O)[O-])c1O	-35	i
COc1ccc(C(=O)NNC(=O)C(=O)Nc2ccc(C)cc2)cc1	-3	i
O=C(OC(C(=O)Nc1ccc([N+](=O)[O-])cc1Br)c1ccccc1)c1ccccc1 (centres undefined)	2	i
COc1ccc(CCNS(=O)(=O)c2ccc(S(=O)(=O)N3CCCC3)cc2)cc1OC	-17	i
Cc1ccc(C(=O)C(c2ccccc2)N2Cc3ccccc3C2=N)cc1 (centres undefined)	-20	i
COc1ccc(-c2nnnn2C(C)C)cc1S(=O)(=O)Nc1ccccc1	1	i
C=CCOc1ccccc1CN1CCC(Oc2cc(C(=O)NC3CC3)ccc2OC)CC1	/	i
COc1ccc(C(C)=O)cc1Cn1cnc2c(cnn2C)c1=O	-13	i
CCOC(=O)Nc1ccc2c(c1)N(C(=O)CN(CC)CC)c1ccccc1C=C2	-20	i
O=C(Oc1nsnc1N1CCOCC1)N(c1ccccc1)c1ccccc1	-42	i
CCCc1nc2oc(C(=O)c3ccccc3)c(N)c2c2c1COC(C)(C)C2	-39	i
Cc1cc(C2=NNC(=NCCc3ccccc3)SC2)c(C)n1-c1c(C)n(C)n(-c2ccccc2)c1=O	-26	i
O=[N+]([O-])c1cc(Cl)ccc1Sc1cccc2cccnc12	-10	i
Cc1cccc(N(C(=O)CNC(=O)c2ccco2)C(C(=O)NC2CCCC2)c2ccncc2)c1C (centres undefined)	-27	i
C=CCc1cccc(C=Nc2c[nH]c(=O)[nH]c2=O)c1O	-9	i
Cc1ccc(N2CCN(CCc3nc4cc(NC(=O)c5ccco5)ccc4n3C)CC2)cc1	-33	i
COCCn1c(SCC(=O)Nc2ccccc2OC)nc2c([nH]c3ccccc32)c1=O	-32	i
Cc1ccc2c(c1)C(c1ccccc1)N(C(=O)c1ccc(Br)cc1)CC(=O)N2 (centres undefined)	/	i

An excerpt from above in order of their number in OX1R antagonist, lowest first:
SMILES,OX1R antagonist
COc1ccc(-c2cc3cc(F)ccc3cn2)cc1,-32
COc1ccc(-c2nnc(SC3CCOC3=O)n2C2CCCCC2)cc1OC (centres undefined),-16
Cc1ccc(N(CC(=O)NC2CCCC2)C(=O)Cn2nnc(-c3ccccc3F)n2)cc1,-13
CCOc1ccccc1NC(=S)NCCc1ccccc1,-9

Exported as labelled records: 2 of the compounds above
COC(=O)c1ccc(CC(=O)c2nc3ccccc3s2)cc1
- OX1R antagonist = -15
- CHT PAM = i

COc1cc(/C=C2\C(=O)NN(c3ccc(C)cc3)C2=O)cc([N+](=O)[O-])c1O
- OX1R antagonist = -35
- CHT PAM = i

Next part
SMILES	OX1R antagonist	CHT PAM
COC(C[C@@H]1O[C@@H]1[C@H](O)COCc1ccccc1)OC	-20	/
CCOC(=O)N1CCN(C(=O)c2cc(S(=O)(=O)N3CCCC3)cn2C)CC1	-23	i
Cc1nc2ccc(NS(=O)(=O)c3ccc(F)c(F)c3)cc2s1	20	/
O=C(CN1C(=O)c2ccccc2C1=O)OCC(=O)N1CCCCC1	1	/
COc1ccc(-c2cc(C(=O)N3CCN(c4ccccc4)CC3)c3ccccc3n2)cc1	-42	i
Cc1ccc(NC(=O)COc2ncnc3cc([N+](=O)[O-])ccc23)cc1S(=O)(=O)N1CCOCC1	1	i
COc1ccc(N[C@@H]2CCN3C(=O)c4ccccc4[C@@H]3C[C@H]2O)cc1	-9	/
Cc1cccc(NC(=O)c2ccc(S(=O)(=O)C(F)F)cc2)c1C	-4	i
Cc1ccc(OC(=O)c2ccc3snnc3c2)cc1	-6	i
O=C(c1cc(-c2cccnc2)nc2ccc(Br)cc12)N1CCN(c2ncccn2)CC1	-30	i
C=CCN=C1CC(C)(C)CC(=O)/C1=C(\O)c1ccccc1	-1	i
O=C(CN1C(=O)NC2(CCCC2)C1=O)N1CCN(S(=O)(=O)c2cccc(C(F)(F)F)c2)CC1	-9	i
CCC(NC(=O)c1[nH]c(C)c(C(C)=O)c1C)c1ccc(Br)cc1 (centres undefined)	-4	i
O=C(NN=C1CCCC1)c1n[nH]c2c1CCC2	-2	i
CCCCCNCc1cccc(Br)c1	-18	i
CNc1nc(-c2ccccc2)cc(-c2ccccc2)n1	-89	i
O=[N+]([O-])c1ccc2[nH]c(O)c(N=NC3CS(=O)(=O)CC3O)c2c1 (centres undefined)	-3	i
Cn1c(SCC(=O)O)nnc1C1CCCCC1	5	i
CCOc1nc(C)nc(NC(=O)NS(=O)(=O)c2ccccc2Cl)n1	-6	i
O=C(c1cc2nc(-c3cccs3)cc(C(F)(F)F)n2n1)N1CCCc2ccccc21	-17	i

Individual results from the list:
CCCCCNCc1cccc(Br)c1 in OX1R antagonist is listed with -18
CCOc1nc(C)nc(NC(=O)NS(=O)(=O)c2ccccc2Cl)n1 in OX1R antagonist is listed with -6
Cc1nc2ccc(NS(=O)(=O)c3ccc(F)c(F)c3)cc2s1 in OX1R antagonist is listed with 20
O=C(CN1C(=O)NC2(CCCC2)C1=O)N1CCN(S(=O)(=O)c2cccc(C(F)(F)F)c2)CC1 in OX1R antagonist is listed with -9
O=C(NN=C1CCCC1)c1n[nH]c2c1CCC2 in OX1R antagonist is listed with -2
O=C(CN1C(=O)c2ccccc2C1=O)OCC(=O)N1CCCCC1 in OX1R antagonist is listed with 1

More results follow.
SMILES	OX1R antagonist	CHT PAM
COc1cc(-c2nnc(SCC(=O)O)n2-c2ccccc2)cc(OC)c1OC	4	i
Fc1ccc(C2CCCCN2Cc2nc(CC3CC3)no2)cc1 (centres undefined)	-8	i
C=CCn1c(O)c(N=NC(=O)c2cccnc2)c2cc(Br)ccc21	-27	i
O=C(CNC(=O)C12CC3CC(CC(C3)C1)C2)OCc1ccc(F)cc1Cl	-8	/
O=CN(/C=C1\Sc2ccccc2C1=O)Cc1ccccc1	-17	i
COc1ccc(-n2c(C)c(C(C)=O)c(C(C)=O)c2C)cc1OC	-14	i
CCOC(=O)C(NC(=O)c1ccccc1)=C1CCCCC1	-9	i
O=C1CC(N2CCN(Cc3ccc4c(c3)OCO4)CC2)C(=O)N1Cc1ccc(N2CCCC2=O)cc1 (centres undefined)	-30	i
Cc1cc(Cl)c(S(=O)(=O)NCc2ccccc2)cc1OCC(N)=O	-18	i
CCN(CC)S(=O)(=O)c1ccc(-c2nnc(SC)o2)cc1	-7	i
CN1CCN(C(=O)c2cc(COc3ccccc3)on2)[C@@H](c2ccccc2)C1	-14	i
COc1cc(CNc2ccc3[nH]c(=O)[nH]c3c2)cc(Br)c1OCC(=O)NC(C)(C)C	-12	i
COc1cc(OC)c(NC(=O)CCNC(=O)Cn2cnc3ccccc3c2=O)cc1Cl	-11	i
COc1ccc(NC(=O)C(=O)Nc2cccc3cccnc23)cc1OC	53*	i
CCc1c(C2(O)CCCCC2)[nH]c2ccc(C(=O)OC)cc12	-21	i
CC(C)N(CCC#N)C(=O)Nc1ccc2c(c1)CCO2	-8	i
O=C(/C=C/c1ccc(Cl)c(Cl)c1)n1cccn1	2	i
C#CCNC(=O)C1=C[C@@H](c2ccc(Br)cc2)C[C@@H](OCc2ccc(CO)cc2)O1	-7	i
CCCc1cc(=O)oc2c3c(cc(OCC(=O)N4CCC[C@H]4C(=O)O)c12)OC(C)(C)CC3	11	i
O=C(COC(=O)c1ccc([N+](=O)[O-])s1)NCc1ccccc1	-22	i
CN(CC(=O)Nc1cccc(F)c1)CC(=O)Nc1ccccc1-c1ccccc1	-10	/
COc1ccc(C(=O)CN2C(=O)NC3(CCc4ccccc43)C2=O)cc1 (centres undefined)	-23	i
CCN1C(=O)/C(=C/N(C(C)=O)c2ccccc2)N(c2ccccc2)C1=S	-12	i
O=C(CCNC(=O)C1CCN(S(=O)(=O)c2ccccc2)CC1)Nc1ccccc1	-15	i
COc1ccc(/C=C/C(=O)c2ccncc2)c2ccccc12	-22	i
CCOC(=O)C1=C(C)OC(N)=C(C#N)C1c1cc2ccccc2nc1N1CCCCC1 (centres undefined)	-34	i
COc1ccc(OC)c(NC(=O)COC(=O)/C=C/c2ccccc2Cl)c1	1	i
OCCC1CN(Cc2cccn2-c2cccnc2)CCN1C1CCCCC1 (centres undefined)	-17	i
COc1ccc(OCC(=O)N2CCN(c3nnc(-c4ccc(C)cc4)c4ccccc34)CC2)cc1	-15	i
Cc1ccc2[nH]c(=O)c(CN(CCN3CCOCC3)C(=O)Nc3ccc(F)cc3)cc2c1	-42	i
O=C(NCc1nnc(SCC(=O)N2CCOCC2)o1)c1ccccc1F	5	i
CCN(CC)Cc1c(O)ccc2c(=O)c(-c3ccccc3Cl)coc12	0	i
Cc1ccccc1NC1=C/C(=N\S(=O)(=O)c2ccc(C(=O)O)cc2)c2ccccc2C1=O	-15	i
O=C(NCCc1ccc(Cl)cc1)c1n[nH]c2ccccc12	-17	i
Cc1nn(Cc2ccccc2Cl)c(C)c1NC(=O)c1cc(-c2ccc(F)cc2)on1	-20	i
CCC(=O)NCCC(c1ccco1)c1ccccc1OC (centres undefined)	-16	i
Cc1ccc(-n2ncc3c(=O)n(CC(=O)N(C)C)cnc32)cc1C	-12	i
CNC(=S)N(Cc1cc2ccc(OC)cc2[nH]c1=O)CC1CCCO1 (centres undefined)	-13	i
CC12C=CC3(O1)C(C(=O)N(c1cccnc1)C3C(=O)NC1CCCCC1)C2C(=O)Nc1ccccc1 (centres undefined)	-2	i
Cc1nc(C#N)c(NCc2ccc3c(c2)OCO3)o1	-1	i
COc1cccc(C(=O)CSc2nnnn2C2CCCCC2)c1	-17	i
COc1ccccc1NS(=O)(=O)c1cccc(NC(=O)c2sc3ccccc3c2Cl)c1	20	i
CC(C)(C)c1cc(C(=O)Nc2cccc3ccccc23)ccn1	-23	i
COC(=O)C(Cc1ccc(O)cc1)NC(=O)CCc1ccco1 (centres undefined)	-17	i
C(=N\NC(=Nc1ccccc1)c1ccccn1)/c1ccccn1	-11	i
COc1ccc(-c2sc3ccccc3c2/C=C/c2ccc(OC)c(OC)c2)cc1	-26	/
CC1CCCN(c2sc(S(C)(=O)=O)nc2S(=O)(=O)c2ccc(Cl)cc2)C1 (centres undefined)	-16	i
CCOc1ccccc1NC(=S)Nc1ccccc1F	-5	i
N#Cc1nc(NCC(F)F)nc(Nc2cc(F)cc(F)c2)n1	10	/
COc1ccc(N=c2cc(-c3ccc(OC)cc3)oc3ccccc23)cc1	-27	i
CC1(C)Cc2c(C#N)c(SCc3nc4ccccc4[nH]3)nc(N3CCOCC3)c2CO1	-33	i
C/C(=N\NC(=O)CNC(=O)C(c1ccccc1)c1ccccc1)c1ccccc1	-20	i
O=S(=O)(Nc1cccc(F)c1)c1cccc2nsnc12	-13	i
CCOc1ccccc1Oc1c(C)oc2c(CN3CCN(C)CC3)c(O)ccc2c1=O	-18	i
O=S(=O)(c1ccc(OCC(O)CN2CCN(c3ccccc3O)CC2)cc1)N1CCOCC1 (centres undefined)	-27	i
O=C(Cc1ccc(-n2cnnn2)cc1)NC12CC3CC(CC(C3)C1)C2	-9	i
c1ccc(Cn2c(SCc3cn4cccnc4n3)nnc2-c2ccco2)cc1	-7	i
CC1(C)CC(N2CCN(c3ccccc3)CC2)=CC(=[N+]2CCCC2)C1	21	i
Cc1cc(C)n2nc(S(=O)(=O)NC3CCCCC3)nc2n1	-22	i
COc1cc(S(=O)(=O)N2CCOCC2)c(OC)c(S(=O)(=O)N2CCOCC2)c1	-10	i
Cc1ccc(S(=O)(=O)NCC(=O)N(CC(=O)NCc2ccco2)C2CCCC2)cc1	-23	i
